Screening data as filed in PubChem.
RGS7-Gao – RGS7-Galphao binding modulators, primary screen, biochemical, multiplexed bead flow cytometry; hit rate 0.35% among 220,000; actives lie on both sides; binding response (% of control), % at 10 µM; AID 1439, 2008; Guanine nucleotide-binding protein G(o) subunit alpha (Homo sapiens), P09471; in the data active means binding response below about 49% or above about 150%; inconclusive means no clear call, values can overlap the other calls; inactive means in between;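 further: fluorescent Galphao held in activated GDP-AlF4 state binding bead-coupled RGS7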
Target sequence (P09471 whole entry, looked up): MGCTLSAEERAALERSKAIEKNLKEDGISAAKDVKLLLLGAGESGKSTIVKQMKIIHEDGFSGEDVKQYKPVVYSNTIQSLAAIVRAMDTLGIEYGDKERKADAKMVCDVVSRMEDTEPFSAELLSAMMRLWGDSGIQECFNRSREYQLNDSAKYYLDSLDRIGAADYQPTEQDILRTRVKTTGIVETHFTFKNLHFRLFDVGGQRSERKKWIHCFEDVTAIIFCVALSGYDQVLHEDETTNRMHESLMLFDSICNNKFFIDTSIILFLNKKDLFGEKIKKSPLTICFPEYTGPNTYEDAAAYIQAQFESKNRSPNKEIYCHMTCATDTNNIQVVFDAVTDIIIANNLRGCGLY
Mcl1 Noxa PPI – Mcl-1/Noxa binding inhibitors, primary screen, biochemical, TR-FRET, 1536-well; Induced myeloid leukemia cell differentiation protein Mcl-1 (Homo sapiens), Q07820; TR-FRET Mcl-1/Noxa peptide binding, 2 h; inhibition, % at 21.7 µM; hit rate 1.5% among 220,000; AID 1022, 2008;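 active means compounds that cut the protein-peptide binding signal by more than 50% relative to plate controls in a single-dose test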;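 further: His-tagged Mcl-1 with rhodamine Noxa BH3 peptide and terbium anti-His antibody; 0% = Mcl-1 plus Noxa peptide wells and 100% = peptide-only wells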
Target sequence (Q07820 whole entry, looked up): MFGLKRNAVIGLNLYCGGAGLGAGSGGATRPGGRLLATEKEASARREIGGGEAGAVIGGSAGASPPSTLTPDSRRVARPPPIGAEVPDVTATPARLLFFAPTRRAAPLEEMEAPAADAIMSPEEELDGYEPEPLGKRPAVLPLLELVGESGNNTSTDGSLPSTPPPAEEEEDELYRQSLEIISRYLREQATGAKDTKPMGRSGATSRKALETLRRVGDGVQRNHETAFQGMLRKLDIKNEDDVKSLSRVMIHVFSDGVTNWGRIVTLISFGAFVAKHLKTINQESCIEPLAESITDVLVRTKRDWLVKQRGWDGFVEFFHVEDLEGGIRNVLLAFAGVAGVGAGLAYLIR
RGS8-Gao reg – RGS8-Galphao binding modulators, primary screen, biochemical, multiplexed bead flow cytometry; Guanine nucleotide-binding protein G(o) subunit alpha (Homo sapiens), P09471; actives lie on both sides; response (percent of control binding), % at 10 µM; hit rate 0.34% among 220,000; AID 1423, 2008; in the data active means response below about 60% or above about 140%; inactive means in between;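 further: Galphao activated as the GDP aluminium fluoride complex binding bead-coupled RGS8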
Mcl1 Bid PPI – Mcl-1/Bid binding inhibitors, primary screen, biochemical, TR-FRET, 1536-well. inhibition, % at 21.7 µM. TR-FRET Mcl-1/Bid-Dy647 peptide binding. AID 1021, 2008. hit rate 0.97% among 220,000. Induced myeloid leukemia cell differentiation protein Mcl-1 (Homo sapiens), Q07820;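 active means compounds that cut the binding signal by more than half at the single screening dose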;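 further: His-tagged Mcl-1 with europium anti-His antibody binding Bid BH3 peptide; 0% = Mcl-1 plus peptide wells and 100% = peptide-only wells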
Bcl-XL Bim block – inhibitors of Bim-Bcl-XL binding, primary screen, biochemical, multiplexed, bead flow cytometry, human Bcl-XL; Bcl-2-like protein 1 (Homo sapiens), Q07817; Bim peptide-Bcl-XL binding, fluorescence; hit rate 0.04% among 190,000; inhibition, % at 10 µM
Bim-Mcl-1 – inhibitors of Bim peptide binding to Mcl-1, primary screen, biochemical, bead-based flow cytometry, multiplex | AID 1009, 2008 | Bim peptide-Mcl-1 binding | hit rate 0.1% among 190,000 | inhibition, % at 10 µM | Induced myeloid leukemia cell differentiation protein Mcl-1 (Homo sapiens), Q07820;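 further: 0% = no compound tracer wells and 100% = peptide blocker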
Bcl-2 Bim block – inhibitors of Bim-Bcl-2 binding, primary screen, biochemical, multiplexed, human Bcl-2 family. Apoptosis regulator Bcl-2 (Homo sapiens), P10415. Bead-based flow cytometry, Bim peptide-Bcl-2 binding. inhibition, % at 10 µM. hit rate 0.06% among 190,000. AID 950, 2007; in the data active means inhibition above about 40%; inconclusive means no clear call, values can overlap the other calls;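 further: 0% = no compound wells with probe peptide and 100% = reference peptide inhibitor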
Bim-Bfl-1 – inhibitors of Bim binding to Bfl-1, primary screen, biochemical, multiplexed, bead-based flow cytometry | AID 1008, 2008 | inhibition, % at 10 µM | Bcl-2-related protein A1 (Homo sapiens), Q16548 | hit rate 0.12% among 190,000 | Bim-Bfl-1 binding inhibition;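 further: 0% = wells without compound plus tracer and 100% = blocker peptide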
Bim-Bcl-W – inhibitors of Bim binding to Bcl-W, primary screen, biochemical, multiplexed, bead-based flow cytometry; Bcl-2-like protein 2 (Homo sapiens), Q92843; Bim peptide-Bcl-W binding; inhibition, % at 10 µM; hit rate 0.02% among 190,000;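 further: 0% = bound tracer without compound and 100% = peptide blocker; higher means less fluorescent Bim peptide bound to Bcl-W beads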
RGS4-Gao reg – modulators of RGS4 binding to Galphao, primary screen, biochemical, multiplexed bead flow cytometry; Guanine nucleotide-binding protein G(o) subunit alpha (Homo sapiens), P09471; actives lie on both sides; binding response (% of control), % at 10 µM; hit rate 0.33% among 220,000; in the data active means binding response below about 49% or above about 150%; inactive means in between;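 further: fluorescent Galphao activated with aluminum fluoride binding bead-coupled RGS4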
Bim-Bcl-B – inhibitors of Bim-Bcl-B binding, primary screen, biochemical, multiplexed, human Bcl-2 family. Bcl-2-like protein 10 (Homo sapiens), Q9HD36. bead-based flow cytometry, Bim peptide-Bcl-B binding. inhibition, % at 10 µM. hit rate 0.073% among 190,000. AID 951, 2007;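 further: 0% = tracer peptide without compound and 100% = reference inhibitor peptide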
Target sequence (Q9HD36 whole entry, looked up): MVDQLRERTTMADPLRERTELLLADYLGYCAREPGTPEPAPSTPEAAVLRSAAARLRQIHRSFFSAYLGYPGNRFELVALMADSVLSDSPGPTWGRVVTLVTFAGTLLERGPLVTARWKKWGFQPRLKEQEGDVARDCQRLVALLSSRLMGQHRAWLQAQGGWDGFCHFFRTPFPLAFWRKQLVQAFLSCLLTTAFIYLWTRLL
Numbers without * were called inactive; u = inconclusive; x = no result given. Unless noted, no stated cut-off is given here; in the data, active means inhibition above about 40%.

Each structure is followed by: RGS7-Gao	Mcl1 Noxa PPI	RGS8-Gao reg	Mcl1 Bid PPI	Bcl-XL Bim block	Bim-Mcl-1	Bcl-2 Bim block	Bim-Bfl-1	Bim-Bcl-W	RGS4-Gao reg	Bim-Bcl-B
> CC(C(=O)NCc1cccs1)N1C(=O)c2ccccc2C1=O (configuration not stated)
→ 103.0	-15.8	102.8	-8.2	0.0	-2.0	-1.0	-2.0	0.0	102.1	0.0
> COc1cccc(NC(=O)CNC(=O)c2ccc([N+](=O)[O-])cc2)c1
→ u	-1.2	100.6	-5.0	x	x	x	x	x	97.8	x
> OCCN(Cc1ccccc1)C(=S)Nc1ccc(F)cc1
→ 104.0	10.7	103.1	-15.5	3.0	4.0	-1.0	-3.0	0.0	107.4	-3.0
> COc1ccccc1-c1noc(CCC(=O)Nc2ccccc2Cl)n1
→ 102.2	22.8	95.2	-23.9	-8.0	-4.0	-8.0	-15.0	-4.0	99.7	-13.0
> Cc1noc(C)c1C(=O)OC(C)C(=O)Nc1ccc(S(=O)(=O)NC(C)C)cc1 (configuration not stated)
→ 99.0	9.3	101.0	-25.0	-5.0	-5.0	0.0	0.0	-1.0	103.0	-2.0
> CCN(Cc1ccccc1)C(=O)C1CCC(CNc2c(N3CCOCC3)c(=O)c2=O)CC1 (configuration not stated)
→ 104.2	-9.1	102.7	-19.1	0.0	0.0	0.0	-7.0	4.0	101.5	-3.0
> CCOC(=O)c1c(-c2ccc(OC)cc2)csc1/N=C/C1C(=O)CCCC1=O
→ u	14.2	99.8	-15.1	1.0	1.0	3.0	5.0	1.0	97.9	3.0
> CS(=O)(=O)Oc1ccc2c(c1)O/C(=C\C=C\c1ccccc1)C2=O
→ u	9.0	99.0	-1.1	x	x	x	x	x	103.3	x
> O=C(CC1Oc2ccccc2NC1=O)NCCCN1CCCC1=O (configuration not stated)
→ 94.3	28.5	82.5	-8.1	1.0	-1.0	0.0	0.0	-1.0	94.0	0.0
> O=[N+]([O-])c1ccc2c(c1)c(-c1ccccc1)nc1nncn12
→ 91.2	4.5	101.6	16.4	11.0	3.0	2.0	-3.0	3.0	103.3	4.0
> CC(C)NC(=O)CN1CCN(Cc2nc(C(c3ccccc3)c3ccccc3)no2)CC1
→ 94.7	0.4	97.9	-45.3	-3.0	0.0	-2.0	-9.0	-3.0	94.6	-6.0
> CCOCCCNC(=O)N1CCOCC1
→ 98.9	-3.2	102.1	-17.8	0.0	0.0	-5.0	-9.0	1.0	102.9	-6.0
> Nc1nc(N2CCN(c3ccc(Cl)cc3)CC2)n[nH]1
→ 102.0	5.8	98.1	-42.3	-1.0	2.0	0.0	0.0	1.0	99.6	-1.0
> NC(=O)c1ccc(-n2c(CCC(=O)O)ccc2-c2cccs2)cc1
→ 97.5	23.1	98.4	-66.9	-3.0	3.0	-2.0	-5.0	2.0	98.5	-3.0
> CCc1nc(N2CCCC2C(=O)O)c2oc3ccccc3c2n1 (configuration not stated)
→ 99.8	1.5	96.9	6.8	-6.0	-2.0	-8.0	-17.0	0.0	96.0	-3.0
> O=Cc1cnc(N2CCOCC2)nc1
→ 104.8	-8.9	108.3	3.2	32.0	24.0	22.0	23.0	24.0	108.2	19.0
> CC(C)(C)OC(=O)N[C@@H](Cc1ccccc1)c1nnc(S(=O)(=O)Cc2ccccc2)o1
→ 100.9	18.4	94.2	-94.5	-3.0	0.0	4.0	-2.0	-1.0	97.8	0.0
> CCCN1C(=O)CSC1=Nc1ccccc1
→ 100.5	-16.0	98.8	-31.1	0.0	15.0	0.0	-6.0	8.0	100.2	0.0
> COc1cccc2cc(C(=O)N3CCc4ccccc4C3)c(=O)oc12
→ 98.2	-1.9	100.5	-38.6	1.0	-2.0	-7.0	-6.0	5.0	99.3	-4.0
> Cc1cc(=O)[nH]c(N/N=C/c2ccccn2)n1
→ 100.8	-23.7	103.7	-36.1	-1.0	0.0	2.0	2.0	0.0	102.8	0.0
> CCC(C)NC(=O)CSC1=Nc2ccccc2C2=NC(c3ccccc3)C(=O)N12 (configuration not stated)
→ 100.5	29.5	105.0	21.1	-1.0	1.0	-5.0	0.0	2.0	102.7	-1.0
> Cc1ccc(Cn2cccc(NC(=O)NC3CCCCC3)c2=O)cc1
→ 101.7	2.4	100.4	2.5	-1.0	0.0	-4.0	-14.0	3.0	96.0	-5.0
> COc1ccc(-n2c(=O)c3ccccc3n(CC(=O)OCc3ccccc3)c2=O)cc1OC
→ 79.2	6.7	102.4	-0.4	-4.0	-2.0	-2.0	-6.0	-8.0	76.3	-7.0
> Nc1c(-c2cccs2)cnn1-c1nc(-c2ccc(Cl)cc2Cl)cs1
→ 105.6	-0.3	109.5	7.4	-1.0	-2.0	-1.0	-2.0	-4.0	108.3	-1.0
> N#CCCn1cc(/C=N/O)c(-c2ccc(-c3ccccc3)cc2)n1
→ 100.4	1.6	101.9	-19.8	-2.0	-1.0	-5.0	-6.0	-3.0	97.1	-3.0
> O=C(NCC(=O)N(CC1CCCO1)C1(C(=O)NC2CCCC2)CCCCC1)c1ccccc1 (configuration not stated)
→ 102.3	6.1	102.9	-10.6	9.0	3.0	-7.0	-7.0	2.0	102.2	-7.0
> CCC(=O)OCc1c(C(F)(F)F)nn(C)c1Oc1cccc(C(F)(F)F)c1
→ 104.0	-15.1	101.4	-32.6	-8.0	-1.0	-6.0	-7.0	0.0	103.2	-8.0
> O=C1Nc2cc(Cl)c(Cl)cc2N(O)N1c1ccc(Cl)c(Cl)c1
→ 107.4	18.6	101.2	3.1	-5.0	-4.0	-5.0	-3.0	-2.0	106.1	-4.0
> CCOCCCN(C(=O)Cn1nnc(-c2ccc(OC)c(OC)c2)n1)C(CC)C(=O)NC1CCCC1 (configuration not stated)
→ 99.2	-19.4	95.7	-5.8	-2.0	-4.0	-3.0	-7.0	-1.0	83.3	-3.0
> O=[N+]([O-])c1ccn(-c2nc(-c3cccs3)cc(C(F)(F)F)n2)n1
→ 96.1	-2.6	98.9	-9.8	0.0	-1.0	-3.0	-4.0	0.0	98.0	-5.0
> CCOc1cc(/C=N\NC(=O)c2ccc(NC(=O)C(C)(C)C)cc2)ccc1OC(=O)c1ccc(C)cc1
→ 97.0	-8.1	98.5	-33.1	0.0	1.0	-2.0	-7.0	4.0	95.2	3.0
> O=C(NCCCN1CCOCC1)c1cc(C(=O)C2CCCCC2)c[nH]1
→ u	14.8	100.4	-18.6	-1.0	-1.0	4.0	4.0	-2.0	100.5	6.0
> Cc1ccc(C(=O)NC2CCN(S(=O)(=O)c3ccc(C)cc3)CC2)cc1
→ 101.4	-0.8	107.8	-5.0	0.0	1.0	-1.0	-7.0	4.0	104.3	-3.0
> O=C(COC(=O)Cc1ccc(Cl)cc1Cl)Nc1ccccc1OC(F)F
→ 100.9	-7.3	100.1	-17.3	-3.0	-7.0	-7.0	-1.0	1.0	102.0	-5.0
> Cc1ccc(/C=C/C(=O)N2CCC(Cc3ccccc3)CC2)cc1
→ 98.5	6.5	101.3	-16.0	-4.0	-3.0	0.0	-3.0	-1.0	101.8	-1.0
> Cc1ccc2nc(SCC(=O)NCC3CCCO3)c(C#N)cc2c1 (configuration not stated)
→ 102.8	-9.7	103.1	-34.7	0.0	-4.0	-5.0	-1.0	-1.0	98.0	-2.0
> O=C(c1ccco1)N1CCN(S(=O)(=O)c2cccc(C(F)(F)F)c2)CC1
→ 100.6	6.7	99.7	3.6	-8.0	0.0	-10.0	-19.0	-1.0	97.6	-4.0
> CCOC(=O)C1=C(c2ccccc2)Nc2ncnn2C1c1ccc(O)cc1 (configuration not stated)
→ u	7.0	106.5	-22.8	x	x	x	x	x	103.5	x
> CN1CCN(c2nc(-c3ccccc3)ncc2S(=O)(=O)c2ccccc2)CC1
→ 100.1	9.7	103.4	7.6	-2.0	-4.0	2.0	3.0	-4.0	102.6	3.0
> CSc1nnc(C)c(/C=C/Nc2ccc(F)cc2F)n1
→ u	11.6	100.4	-23.4	-1.0	2.0	0.0	1.0	-1.0	100.3	-15.0
> CCn1c(SCC(=O)Nc2nc(C)cs2)nnc1-c1ccco1
→ 90.8	-7.3	90.7	-18.1	-5.0	-1.0	-11.0	-4.0	-3.0	91.8	-7.0
> c1ccc(C2=Nn3c(nnc3-c3n[nH]c4c3CCC4)SC2)cc1
→ 107.1	13.4	104.7	-0.4	-9.0	1.0	-3.0	-8.0	5.0	108.7	-7.0
> Cc1ccccc1N=Nc1c(C)[nH]n(-c2ccccc2)c1=O
→ 90.1	1.5	95.4	-14.1	-1.0	5.0	0.0	-4.0	1.0	93.0	-1.0
> CC1CCN(S(=O)(=O)c2ccc(S(=O)(=O)NCc3cccnc3)cc2)CC1
→ 99.5	8.3	104.2	4.1	2.0	6.0	2.0	6.0	5.0	98.8	1.0
> CC1CN(C)C(C)CC1NCc1ccc2c(c1)OCO2 (configuration not stated)
→ 99.4	-13.8	99.2	-2.6	-7.0	-3.0	-10.0	-9.0	-3.0	97.6	-7.0
> O=C1C2C3C=CC(CNS(=O)(=O)c4ccccc4[N+](=O)[O-])(O3)C2C(=O)N1c1ccccc1 (configuration not stated)
→ u	14.1	102.1	-20.0	0.0	3.0	-2.0	-11.0	0.0	99.8	-1.0
> Cc1cc(C)c2c(n1)nn1c(N3CCN(c4ccccc4)CC3)cc(C)nc21
→ 98.1	13.9	96.5	-1.8	0.0	0.0	0.0	2.0	-1.0	94.6	4.0
> O=C(Nc1ccc2c(c1)nc1n2CCOC1)c1ccco1
→ 102.2	10.2	100.5	-7.1	-5.0	-2.0	-10.0	-17.0	0.0	100.1	-5.0
> COC(=O)CSc1nc(C)cc(C)c1C#N
→ 94.4	0.4	92.8	-13.5	0.0	-2.0	0.0	2.0	2.0	90.1	-2.0
> N/C(=N\OC(=O)COc1ccc(Cl)cc1Br)c1ccncc1
→ 97.9	15.5	101.2	-18.7	-3.0	-2.0	-6.0	-8.0	0.0	101.2	-4.0

2 entries drawn at random from the list so far:
Each structure is followed by: RGS7-Gao	Mcl1 Noxa PPI	RGS8-Gao reg	Mcl1 Bid PPI	Bcl-XL Bim block	Bim-Mcl-1	Bcl-2 Bim block	Bim-Bfl-1	Bim-Bcl-W	RGS4-Gao reg	Bim-Bcl-B
> c1ccc(C2=Nn3c(nnc3-c3n[nH]c4c3CCC4)SC2)cc1
→ 107.1	13.4	104.7	-0.4	-9.0	1.0	-3.0	-8.0	5.0	108.7	-7.0
> O=C1C2C3C=CC(CNS(=O)(=O)c4ccccc4[N+](=O)[O-])(O3)C2C(=O)N1c1ccccc1 (configuration not stated)
→ u	14.1	102.1	-20.0	0.0	3.0	-2.0	-11.0	0.0	99.8	-1.0
